From PubChem
mcGAS inh: blocks mouse cGAS activity; inhibition, % at 12.5 µM; actives 0.15% (n = 160,000); Q8C6L5; recombinant cGAS, Kinase-Glo ATP depletion luminescence;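 note: 0% = negative control wells and 100% = reference inhibitor with no enzyme activity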
NPYLR7 agonist: mosquito NPYLR7 agonism; HEK293T NPYLR7/Galpha15, GCaMP6s calcium fluorescence; activation, % at 10 µM; actives 0.15% (n = 270,000); AID 1259423; in the data active = activation above about 40%;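 note: 0% = vehicle and 100% = reference agonist at the receptor; some compounds past the cut are filed as inactive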
hcGAS lum: blocks human cGAS activity; Q8N884; recombinant h-cGAS, ATP depletion, Kinase-Glo luminescence; inhibition, % at 12.5 µM; actives 0.081% (n = 290,000); AID 1259398;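 note: 0% = vehicle reaction and 100% = reaction without DNA for no activity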
Target sequence (Q8N884 whole entry, looked up): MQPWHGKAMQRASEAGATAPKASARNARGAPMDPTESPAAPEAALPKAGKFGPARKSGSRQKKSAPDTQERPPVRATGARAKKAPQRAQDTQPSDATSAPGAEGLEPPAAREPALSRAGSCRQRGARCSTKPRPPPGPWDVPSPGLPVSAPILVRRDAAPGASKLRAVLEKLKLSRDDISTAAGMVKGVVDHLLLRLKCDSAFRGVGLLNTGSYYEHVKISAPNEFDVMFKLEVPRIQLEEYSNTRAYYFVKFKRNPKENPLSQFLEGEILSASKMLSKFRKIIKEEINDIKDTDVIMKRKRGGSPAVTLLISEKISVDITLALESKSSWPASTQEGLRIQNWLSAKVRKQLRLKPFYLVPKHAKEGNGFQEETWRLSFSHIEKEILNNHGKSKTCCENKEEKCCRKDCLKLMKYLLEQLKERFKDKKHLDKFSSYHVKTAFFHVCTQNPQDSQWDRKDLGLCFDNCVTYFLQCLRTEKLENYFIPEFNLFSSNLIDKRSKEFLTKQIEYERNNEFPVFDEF
* marks the source's active call; other numbers are inactive results; x = no result given; & = joins results of further samples. Cut-off read from the data, not from the text of the source, unless noted: active = inhibition above about 40%; inactive = the rest. Hits appear at their usual frequency; about 0.26% have a hit in one of these screens.

SMILES	mcGAS inh	NPYLR7 agonist	hcGAS lum
COC(=O)c1ccc(CSc2nc3c(cnn3-c3ccc(Cl)cc3)c(=O)[nH]2)o1	x	-2	-5
COc1ccc2sc(N(Cc3cccnc3)C(=O)CCc3ccccc3)nc2c1	-7	-3	-5
CCN(CC)CCNC(=O)C(=Cc1ccco1)NC(=O)c1ccc(C)cc1	-3	8	-1
CC(=O)Cn1cnc2c(nnn2-c2ccc(OC(F)(F)F)cc2)c1=O	-10	-3	-6
Cc1cc(C)n(-c2ccc(C(=O)N3CCCC3C3CCCCC3)cc2)n1 (stereo not drawn)	-5	-20	-4
COc1ccc(Cl)cc1C1(CNC(C)C(=O)NC(N)=O)CCOCC1 (stereo not drawn)	x	-5	7
CC1CC(C)CN(S(=O)(=O)NCCNC(=O)Cc2cccc(F)c2)C1 (stereo not drawn)	x	3	-5
C=CCOc1ccc(S(=O)(=O)c2ccc(OCC=C)cc2)cc1	-2	0	-3
CCNC(=O)CNC(=O)Nc1ccc2oc(CC(C)(C)C)nc2c1	x	2	-4
O=C(Cn1cc(C(F)(F)F)ccc1=O)NCc1ccco1	-8	23	-3
CC(=O)C(C)n1c(CN2CC(C)CC(C)C2)nc2c1c(=O)n(C)c(=O)n2C (stereo not drawn)	x	12	-4
COc1ccc(C=CC(=O)OCc2cc(=O)oc3cc(C)ccc23)cc1	-6	-4	-2
CC1C(C)S(=O)CCN1C(=O)Nc1ccc(C#N)cc1 (stereo not drawn)	-3	9	1
NCC1Cc2cc(-c3nc4ccccc4o3)cc(F)c2O1 (stereo not drawn)	-15	5	-2
C=CCN1C(=O)NC(c2cccc(OCc3ccccc3)c2)C2=C1CN(c1ccc(OC)cc1)C2=O (stereo not drawn)	1	3	4
CN(Cc1cnccn1)C(=O)CC1C(=O)NCCN1Cc1cccc(Oc2ccccc2)c1 (stereo not drawn)	x	3	-7
COCc1cc(C)nc(N/N=C\c2cc(I)c(OC)c(OC)c2)c1C#N	-5	-2	-3
CCN(CC(=O)N(C)C)C(=O)c1cc(Br)c2c(c1)OCCO2	-15	15	-8
Cc1oc(C)c(-c2ccccc2)c1C(=O)NCc1ccc(F)c(C(F)(F)F)c1	2	-18	1
COCCN(Cc1cc(NC(=O)C2CCCC2)ccc1N(C)C)S(=O)(=O)c1ccc(F)cc1	-7	x	1
COCCN(CC(=O)N(CCc1ccc(OC)c(OC)c1)Cc1ccc(C)o1)C(=O)C1CCCC1	-5	-3	-3
O=C(CSc1nc2ccccc2c(=O)[nH]1)N1CCCCC1	-6	-2	-3
O=C(O)c1cc(-c2cccc(F)c2)n2nc(-c3ccccc3)cc2n1	x	-7	23
COc1cccc(C(NC(=O)C2CCN(C(=O)Nc3ccsc3)CC2)c2ccccn2)c1 (stereo not drawn)	-3	8	-2
COCCN(CC(=O)N(CCc1c[nH]c2ccccc12)Cc1ccc(OC)c(OC)c1)C(=O)c1cccc(OC)c1	-7	-1	-5
CC1(C(=O)NS(=O)(=O)c2ccccc2C(F)(F)F)CCN1C(=O)Cc1cccs1 (stereo not drawn)	-4	-2	-5
Oc1cccc(-c2cn(CC(O)COC3CCCCC3)nn2)c1 (stereo not drawn)	-1	-4	-5
O=C(OCc1ccccc1)c1cc2cc(Cl)cc(Cl)c2oc1=O	-8	0	-4
CCC(C)(NCc1cc(=O)n2cccc(C)c2n1)c1nc(C)cs1 (stereo not drawn)	x	-3	-6
Cc1nc(-n2cccc2)sc1C(=O)NC1CCN(C(=O)OC(C)(C)C)CC1	-3	-2	-4
Cc1cc(C(F)(F)F)nc(CCNC(=O)Cc2cc(F)ccc2C)n1	-18	x	-3
C=CCN(CC=C)C(=O)c1cn(Cc2ccccc2Cl)nn1	x	3	-5
CC(C)S(=O)(=O)N1CCC(C(NC(=O)c2cccs2)C(=O)N2CCCC2)CC1 (stereo not drawn)	-4	8	-5
CCCn1cnnc1C(C)NC(=O)c1scc2c1OCCO2 (stereo not drawn)	x	13	-1
Nc1ncnc(Nc2cc(Cl)c(Cl)cc2Cl)c1[N+](=O)[O-]	-4	7	-1
CC(C)C1CN(S(=O)(=O)c2cn(C)cn2)CCCN1Cc1ccc(F)cc1 (stereo not drawn)	-8	5	-3

Whole records, looked up by structure. Order of screens: mcGAS inh, NPYLR7 agonist, hcGAS lum
Shown for COCCN(Cc1cc(NC(=O)C2CCCC2)ccc1N(C)C)S(=O)(=O)c1ccc(F)cc1 = -7, x, 1
Shown for CN(Cc1cnccn1)C(=O)CC1C(=O)NCCN1Cc1cccc(Oc2ccccc2)c1 (stereo not drawn) = x, 3, -7
Shown for Nc1ncnc(Nc2cc(Cl)c(Cl)cc2Cl)c1[N+](=O)[O-] = -4, 7, -1
Shown for COCc1cc(C)nc(N/N=C\c2cc(I)c(OC)c(OC)c2)c1C#N = -5, -2, -3
Shown for CC1CC(C)CN(S(=O)(=O)NCCNC(=O)Cc2cccc(F)c2)C1 (stereo not drawn) = x, 3, -5

Further results:
SMILES	mcGAS inh	NPYLR7 agonist	hcGAS lum
Cc1ccccc1Cc1nnc(NC(=O)C(C)Cn2cncn2)s1 (stereo not drawn)	1	0	5
CCOc1ccc(N2C(=O)CSC2c2cccc(NC(=O)c3ccco3)c2)cc1 (stereo not drawn)	1	-9	-1
COc1ccc(-c2c(C)[nH]n3c(=O)cc(C)nc23)cc1OC	-7	6	-8
CCCNc1ncc(C2NC(=O)NC(C)=C2C(=O)N(C)C(C)C)cn1 (stereo not drawn)	-12	52	-5
CCCCCCCC(=O)NN=Cc1ccco1	x	2	-3
CC(C)c1ccc(C2c3c(n(C)c(=O)[nH]c3=O)N=C3COC(=O)C32)cc1 (stereo not drawn)	-9	-1	-11
Cn1c(=S)[nH]c2[nH]c(=O)cnc2c1=O	x	-5	14
Cc1ccc(OCc2nc3ccccc3n2C)cc1	-6	-12	-5
CCCCOc1ccc(C(=O)N(CC(=O)NCC(=O)Nc2ccc(OC)cc2)CC(C)C)cc1	-4	6	-5
Cc1noc(-c2ccc(C(C)(C)C)cc2)c1C(=O)NCc1cc(F)cc(F)c1	-5	5	-11
COC(=O)c1ccc(Cn2cc(Cl)cn2)o1	x	-2	-9
COC(=O)C(C)n1c(=O)c2c(nc3n(-c4ccccc4Cl)c(C)cn23)n(C)c1=O (stereo not drawn)	x	-2	8
Cc1cccc(CC(=O)N2CCC(n3nccc3NC(=O)c3cccc(F)c3)CC2)c1	-3	4	-7
CC(N=C(NC#N)Nc1ccncc1)C(C)(C)C (stereo not drawn)	-4&-3	5&-2&-1&3	-5&-1&2&2
COc1ccc(C2=N/C(=C\C(C)=C\c3ccccc3)C(=O)O2)cc1[N+](=O)[O-]	-6	1	-5
CCn1c(SCC(=O)N2N=C(C)CC2(O)C(F)(F)F)nnc1-c1cc(C(F)(F)F)nn1C (stereo not drawn)	x	-3	-1
O=C(Cn1cnc2ccccc2c1=O)N1CCCC(O)(CO)CC1 (stereo not drawn)	-11	5	-10
C=C(C)Cn1c(=O)c2c(nc3n2CC(C)CN3c2ccc(CCCC)cc2)n(C)c1=O (stereo not drawn)	-7	4	-4
CC/C=C(\C)C(=O)N1CCC(n2cnc3ccc(F)cc32)CC1	-7	x	-8
CC1ON=C(c2cccc(Cl)c2)NC1=O (stereo not drawn)	x	6	-1
C(=NNc1nc2ccccc2[nH]1)c1c(-c2ccccc2)[nH]c2ccccc12	x	2	-7
CC1S/C(=N/N=C2CCC(C(C)(C)C)CC2)NC1=O (stereo not drawn)	-5	x	-9
CC(C)CN1CC(C(=O)N(C)Cc2cc(-c3ccncc3)no2)CC1=O (stereo not drawn)	-14	2	-3
CCC(C)NCc1ccsc1 (stereo not drawn)	x	2	-6
CC(=O)c1cnc2sc(C(=O)Nc3cccc(F)c3)c(C)c2c1	x	5	-1
CSc1ccc(OCCN(C)Cc2cnn(C)c2)cc1	x	-1	-8
O=C(NC1CC1)C1CCN(S(=O)(=O)N2CCCC2)CC1	x	-1	-5
O=C(Cn1nc(C(=O)Nc2ccccc2)ccc1=O)Nc1ccccc1	-2	1	-1
COc1ccccc1C(=O)N1CC(=O)N(C2CCCCC2)CC(O)C1 (stereo not drawn)	-4	8	-1
CC1(C(=O)NS(=O)(=O)c2cccc(OC(F)F)c2)CCN1C(=O)CC1CC1 (stereo not drawn)	x	0	1
CCOC(=O)C1(Cc2ccccc2)CCCN(C(=O)COc2ccccc2OC)C1 (stereo not drawn)	-2	1	0
Cc1cc(-c2csc(NC3CC3)n2)c(C)n1-c1ncn[nH]1	x	8	-6
O=C(Nc1ccnn1C1CCN(C(=O)c2cscn2)CC1)c1ccc2c(c1)OCO2	-4	12&8	-7&-5
CCOC(=O)CNC(=O)c1ccc(-c2cc(-c3cccc(OC)c3)n[nH]2)cc1	3	x	-1
Cn1cccc1C(=O)NNS(=O)(=O)c1cc(C(=O)O)ccc1F	-15	1	-4
Cc1cccc(CN2CCCC3(CCN(CC4CC4)C3)C2=O)c1 (stereo not drawn)	-11	0	-6
Cc1cccc(N(C)c2cc(Nc3ccc(N(C)C)cc3)nc3ccnn23)c1	-2	-3	-7
CCOC(=O)c1c(C)nn(-c2ccc(C(=O)NC3CCC(C)CC3)cc2)c1C (stereo not drawn)	-3	-17	-7
CCCN(CCC)C(=O)c1c(NC(C)=O)sc2c1CCC(C)C2 (stereo not drawn)	-5	3	-10
CCC(=O)Nc1nnc(SCc2cc(=O)c(OC(=O)c3cccs3)co2)s1	-5	4	-4
CCn1ccc2cc(C(=O)N(C)C(C)CC(=O)NC)ccc21 (stereo not drawn)	x	-8	-2
CN(c1ccc(S(N)(=O)=O)cc1)S(=O)(=O)c1ccc(Cl)cc1F	-9	-1	-4
COCCNC(=O)c1nn(-c2cccc(C)c2)c(=O)n(Cc2ccccc2Cl)c1=O	-6	12	-4
CCN(C(=O)CN1CCN(c2ncccn2)CC1)C1CCOC(C)(C)C1 (stereo not drawn)	-3	x	-9
CCC(=O)N1c2ccccc2-c2nnc(SC)nc2OC1c1ccc(C(=O)O)cc1 (stereo not drawn)	x	-6	-5
COC[C@@H]1CC(F)(F)CN1C1CCN(C(=O)c2cc(C)[nH]n2)CC1	-3	x	-2
C=CCN1C(=O)C(=Cc2cccs2)SC1=S	x	1	-5
O=C(Nc1nccc2ccccc12)c1cccc(CN2CCCC(CO)C2)c1 (stereo not drawn)	-16	-1	-5
CCc1nc2c(OCCOc3ccccc3)cccn2c1N(C)C(=O)c1ccncc1	-4	10	-7
CC(C)(C)c1nnc(NC(=O)c2cccs2)s1	-7	-4	-5
Cc1ccc(-c2c(C)oc(C)c2C(=O)NCCc2ccc(F)cc2)cc1	-3	-4	-11

In the list so far, these contain a furan ring, fused or not.
SMILES	mcGAS inh	NPYLR7 agonist	hcGAS lum
COC(=O)c1ccc(CSc2nc3c(cnn3-c3ccc(Cl)cc3)c(=O)[nH]2)o1	x	-2	-5
CCN(CC)CCNC(=O)C(=Cc1ccco1)NC(=O)c1ccc(C)cc1	-3	8	-1
O=C(Cn1cc(C(F)(F)F)ccc1=O)NCc1ccco1	-8	23	-3
Cc1oc(C)c(-c2ccccc2)c1C(=O)NCc1ccc(F)c(C(F)(F)F)c1	2	-18	1
COCCN(CC(=O)N(CCc1ccc(OC)c(OC)c1)Cc1ccc(C)o1)C(=O)C1CCCC1	-5	-3	-3
CCOc1ccc(N2C(=O)CSC2c2cccc(NC(=O)c3ccco3)c2)cc1 (stereo not drawn)	1	-9	-1
CCCCCCCC(=O)NN=Cc1ccco1	x	2	-3
COC(=O)c1ccc(Cn2cc(Cl)cn2)o1	x	-2	-9
Cc1ccc(-c2c(C)oc(C)c2C(=O)NCCc2ccc(F)cc2)cc1	-3	-4	-11
